# Bioassay records (PubChem)
# SRC2 inh – inhibits human steroid receptor coactivator 2; HEK293 GAL4-SRC2 luciferase reporter, luminescence; inhibition, % at 9 µM; actives 0.17% (n = 370,000); AID 651957;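 active means inhibition above the mean inhibition of all tested compounds plus 3 SD, set per campaign, cut at about 52% in these data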;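 further: 0% = DMSO treated cells and 100% = cells given Gossypol at 36 µM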
# TROY NFkB inh – blocks TROY-dependent signaling in reporter cells | actives 0.98% (n = 360,000) | inhibition, % at 10 µM | Q293 LMP1-TROYcd NF-kB luciferase reporter, 4 h;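 active means compounds whose plate-normalised and pattern-corrected inhibition of the luciferase reporter signal at the single screening dose is 50% or more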
# Exocytosis inh – lytic granule exocytosis inhibition; TALL-104 LAMP-1 surface exposure, flow cytometry; cells stimulated with thapsigargin and PMA; inhibition, % at 10 µM; actives 0.66% (n = 360,000); AID 651702;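 active means inhibition above about 55%, limit read from the data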
# NOD2-RIPK2 inh – inhibitors of human NOD2-RIPK2 interaction | O43353 | CHO BLA complementation NOD2-RIPK2, CCF4 ratio | inhibition, % at 4.98 µM | actives 0.38% (n = 360,000) | AID 624267; in the data active means inhibition above about 21%;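 further: 0% = vehicle only and 100% = reference blocker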
# Target sequence (O43353 whole entry, looked up): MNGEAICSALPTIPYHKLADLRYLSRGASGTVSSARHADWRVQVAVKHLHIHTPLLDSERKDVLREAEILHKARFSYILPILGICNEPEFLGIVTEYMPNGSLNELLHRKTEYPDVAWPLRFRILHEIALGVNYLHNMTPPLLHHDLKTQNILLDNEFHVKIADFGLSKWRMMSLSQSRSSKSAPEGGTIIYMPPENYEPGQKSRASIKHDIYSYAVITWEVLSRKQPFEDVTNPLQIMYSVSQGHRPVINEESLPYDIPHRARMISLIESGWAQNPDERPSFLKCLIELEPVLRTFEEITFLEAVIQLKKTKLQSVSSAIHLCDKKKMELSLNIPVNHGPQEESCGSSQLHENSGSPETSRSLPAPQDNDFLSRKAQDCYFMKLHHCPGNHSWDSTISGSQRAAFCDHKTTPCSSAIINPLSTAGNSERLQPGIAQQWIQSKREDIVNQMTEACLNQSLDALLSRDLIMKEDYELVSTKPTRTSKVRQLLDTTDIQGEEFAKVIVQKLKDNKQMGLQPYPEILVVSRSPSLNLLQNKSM
# ABHD5-PLIN5 inh – ABHD5-PLIN5 protein interaction inhibition; Q00G26+Q8WTS1; Split G. princeps luciferase complementation, luminescence, 4 h; inhibition, % at 4 µM; actives 0.78% (n = 360,000); AID 602281;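 active means inhibition above the mean inhibition across every tested compound plus 3 SD, cut at about 22% in these data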;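 further: 0% = DMSO only wells and the 100% control is not disclosed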
# SRC3 inh – inhibitors of human steroid receptor coactivator 3 (SRC3); Q9Y6Q9; HEK293 GAL4-SRC3 luciferase reporter, luminescence; inhibition, % at 3.6 µM; actives 0.17% (n = 360,000); AID 588352;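 active means inhibition above a per-campaign cutoff, the mean of all compounds plus 3 SD, cut at about 60% in these data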;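 further: 0% = DMSO-treated cells and 100% = gossypol-treated cells at 36 µM; higher means less SRC3-driven luciferase light from the GAL4 reporter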
# TWEAK-Fn14 inh – inhibitors of TWEAK-Fn14 interaction signaling; TWEAK-stimulated Fn14 reporter cells, luciferase luminescence, 8 h; inhibition, % at 10 µM; AID 1159606; actives 2% (n = 360,000); in the data active means inhibition above about 50%
# COUP-TFII inh – NR2F2 (human) inhibition, primary screen; AID 686940; actives 0.7% (n = 370,000); HEK293T NGFI-A luciferase reporter, luminescence; inhibition, % at 8.6 µM; P24468;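 active means inhibition above a per-plate cutoff, mean inhibition of test wells between control levels plus 3 SD, cut at about 38% in these data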;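 further: cells cotransfected with COUP-TFII expression vector driving the NGFI-A reporter; 0% = median of COUP-TF2 test wells and 100% = reporter-only cells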
# SRC1 inh – inhibitors of human steroid receptor coactivator 1 (SRC1); AID 588354; Q15788; HEK293 GAL4-SRC1 luciferase reporter, luminescence; inhibition, % at 3.6 µM; actives 0.12% (n = 360,000);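 active means inhibition above the campaign mean plus 3 SD, with each screening campaign given its own cutoff, cut at about 60% in these data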;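 further: 0% = DMSO treated cells and 100% = gossypol at 36 µM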
# NR5A2 inv ag – NR5A2 inverse agonism in reporter assay; actives 0.13% (n = 360,000); HEK293T StAR-luciferase reporter, LRH-1 transfected, 24 h; AID 602396; inhibition, % at 3.6 µM; O00482;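 active means inhibition above the mean inhibition of all tested compounds plus 3 SD, cut at about 73% in these data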;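 further: 0% = DMSO wells and 100% = reporter-only cells lacking LRH-1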
# Target sequence (O00482 whole entry, looked up): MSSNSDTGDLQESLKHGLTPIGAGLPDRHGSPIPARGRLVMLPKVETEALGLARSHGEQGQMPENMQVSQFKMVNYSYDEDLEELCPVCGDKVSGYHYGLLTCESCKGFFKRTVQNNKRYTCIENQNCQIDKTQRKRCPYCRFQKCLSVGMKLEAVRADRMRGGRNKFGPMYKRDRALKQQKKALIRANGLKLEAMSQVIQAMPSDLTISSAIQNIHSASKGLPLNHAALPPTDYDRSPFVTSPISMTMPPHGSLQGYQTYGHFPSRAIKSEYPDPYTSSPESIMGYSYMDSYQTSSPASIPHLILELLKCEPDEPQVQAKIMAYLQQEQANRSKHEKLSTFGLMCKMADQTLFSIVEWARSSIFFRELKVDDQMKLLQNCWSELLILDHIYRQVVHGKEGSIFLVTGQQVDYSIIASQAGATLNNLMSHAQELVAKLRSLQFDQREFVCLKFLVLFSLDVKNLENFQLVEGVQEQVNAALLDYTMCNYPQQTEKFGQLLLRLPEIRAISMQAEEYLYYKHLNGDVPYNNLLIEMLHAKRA
# TLR9-MyD88 block – blocks human TLR9 binding to MyD88. actives 0.21% (n = 340,000). CHO BLA complementation TLR9-MyD88, CCF4 FRET ratio. Q9NR96+Q99836. inhibition, % at 4.98 µM. AID 504734;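 active means inhibition above the mean over all tested compounds plus 3 SD, cut at about 21% in these data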;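 further: 0% = DMSO only wells and 100% = clavulanate BLA inhibitor control wells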
# Starred values were filed as active, the others as inactive; / = no result given. Only part of the results is shown; the hit share may differ from the screen's.
SMILES,SRC2 inh,TROY NFkB inh,Exocytosis inh,NOD2-RIPK2 inh,ABHD5-PLIN5 inh,SRC3 inh,TWEAK-Fn14 inh,COUP-TFII inh,SRC1 inh,NR5A2 inv ag,TLR9-MyD88 block
CC1(c2ccccc2Cl)NC(=O)N(CC(=O)NCc2ccco2)C1=O (stereo not given),8,-15,-2,2,-2,5,4,-27,0,-21,-4
CCn1ccnc1CN1CCN(CC(C)C)C(CCO)C1 (stereo not given),-9,-7,-3,-6,-1,4,0,1,-24,3,-5
CN1c2ccc([N+](=O)[O-])cc2N(C)C1(C)c1ccccc1 (stereo not given),4,17,37,-7,7,15,24,4,7,9,-3
Cc1ccc(-n2nnnc2SC(C)C(=O)NCC(=O)Nc2ccc(F)c(F)c2F)c(C)c1 (stereo not given),10,14,0,-1,-6,9,23,6,0,7,-8
CCOc1cc(-c2nc3cc(C)ccn3c2NCC2CCCO2)ccc1O (stereo not given),-37,-16,-3,-7,2,0,2,9,5,-24,-1
COc1cccc2[nH]c(C(=O)NC(C)c3ccccc3)cc12 (stereo not given),9,-3,-14,-9,-4,-5,17,14,13,9,-3
CC(C)N(Cc1ccccc1)C(=O)COC(=O)c1ccc2ncsc2c1,-21,-8,0,8,0,-7,-2,-3,4,1,-8
COCCNc1oc(Cc2cccc3ccccc23)nc1C#N,9,2,0,1,1,-13,11,-4,-4,3,8
O=C(/C=C/c1ccccc1)NC(=S)NNC(=O)Cc1cccs1,-35,-18,-1,1,-6,6,-18,-16,-38,-31,11
CC(C)(C)c1ccc(CC(=O)N2CCC2(C)C(=O)NS(=O)(=O)c2ccccc2)cc1 (stereo not given),4,-1,-5,6,-6,5,0,7,2,-4,/
COc1ccc(C(=O)NNC(=O)CCc2ccccc2OC)cc1,-4,7,0,2,2,-2,2,1,-1,10,4
CSCCC(NC(=O)/C(=C\c1ccco1)NC(=O)c1ccco1)C(=O)O (stereo not given),-10,5,-5,-2,2,3,17,1,7,11,-1
O=C(C1CCCO1)N1CCN(S(=O)(=O)c2ccc(Cl)cc2)CC1 (stereo not given),-4,-7,-3,-3,1,23,11,19,-16,-13,-7
CC(=O)Nc1cccc(C(=O)OCC(=O)NCc2ccc(F)cc2)c1,-18,-8,-3,-5,-1,11,-10,-3,0,-20,4
CC1(Cc2cccc(C(F)(F)F)c2)C(=O)Nc2c(Cl)cccc21 (stereo not given),3,2,2,0,-10,-7,-18,-1,-14,12,/
COc1ccc(/C=N/NC(=S)NC2CCS(=O)(=O)C2)cc1OC (stereo not given),2,9,-4,-17,-4,-12,1,10,-17,15,-4
NC(=O)c1ccsc1NC(=O)c1coc2ccccc2c1=O,-79,-32,-4,-9,5,-51,23,-78,-64,-175,8
CCN1CCC(O)(C(C(=O)OC)c2ccccc2)CC1 (stereo not given),-30,-2,-19,-16,-3,-4,7,-10,3,-8,-3
Cc1ccc(S(=O)(=O)N2CCC(C(=O)N3CC(C)OC(C)C3)CC2)cc1 (stereo not given),-8,17,-1,0,-6,26,-9,4,9,9,-2
CN1CCC(N(C)C(=O)c2cc(S(=O)(=O)N(C)c3ccccc3)ccc2Cl)CC1,9,5,20,6,7,0,-4,2,10,2,-11
CCC(=O)Nc1ccc(CCC(=O)N2CCCC2)cc1,-31,-15,-12,7,6,-10,-1,10,10,0,-4
CCOC(=O)c1cnc2oc3ccccc3n2c1=O,-22,-5,-6,4,1,4,3,6,-4,2,-7
COc1ccc(C2=Nc3ccccc3N(C(=O)c3ccc(C(F)(F)F)cc3)C2C(=O)Nc2ccc3c(c2)OCCO3)cc1 (stereo not given),-31,/,6,0,-3,/,/,-7,/,-50,/
CCCCOC(=O)c1ccc(NC(=O)c2ccc(F)cc2F)cc1,-18,-43,-2,0,6,-27,-13,-17,-1,-23,-4
Cc1ccc(S(=O)(=O)Nc2ccc(-n3cnnn3)cc2)cc1,3,-7,-1,-11,5,9,2,1,4,-10,-1
Cc1nnc(SCC(=O)N2CCC(C(=O)Nc3nccs3)CC2)n1Cc1ccccc1,-3,5,1,-10,3,-8,10,-8,-8,-1,-2
COc1ccccc1C(CNC(=O)c1ccc(C)c(S(=O)(=O)N2CCCCC2)c1)N(C)C (stereo not given),-5,-4,-3,2,-5,-16,9,22,-13,7,-5
CN1CC(=O)N2Cc3[nH]c4ccccc4c3C[C@H]2C1=O,19,16,-8,-2,2,-2,4,-5,7,-9,3
COc1cccc(-c2sc3ccc(OC)cc3c2C#CCC(C)O)c1 (stereo not given),-17,-12,-9,1,5,4,-5,-15,-1,21,-3
CNC[C@H]1Oc2ccc(NC(=O)Nc3ccc4c(c3)OCO4)cc2C(=O)N([C@H](C)CO)C[C@@H]1C,15,-13,25,0,-3,-5,2,-9,4,-10,3
O=C1c2ccccc2C2N1CCCN2C(=O)c1sc2ccccc2c1Cl (stereo not given),-43,19,6,14,1,-77,1,3,-43,-94,-5
CCOc1cc2[nH]c(=S)n(CCCN3CCOCC3)c(=O)c2cc1OCC,-16,8,-10,-4,6,-6,-6,13,-7,6,5
CS(=O)(=O)N(CC(O)CON=C1c2ccccc2-c2ccccc21)c1ccc(F)cc1 (stereo not given),-18,24,5,5,11,16,6,8,3,20,1
Cc1ccccc1CSc1ncc(C#N)c(N)n1,-7,6,-4,-7,-4,11,2,-20,0,-14,-1
O=C1OCC(CO)(CO)N=C1NNc1ccccc1Cl,-27,-31,-2,-7,-12,-6,-2,-32,-17,-45,-1
NS(=O)(=O)c1ccc(N/C=C\C(=O)c2ccncc2)cc1,-36,-9,-1,0,8,-14,-1,-29,-14,-5,-1

# Among those listed so far, these have a furan ring, fused or not.
SMILES,SRC2 inh,TROY NFkB inh,Exocytosis inh,NOD2-RIPK2 inh,ABHD5-PLIN5 inh,SRC3 inh,TWEAK-Fn14 inh,COUP-TFII inh,SRC1 inh,NR5A2 inv ag,TLR9-MyD88 block
CC1(c2ccccc2Cl)NC(=O)N(CC(=O)NCc2ccco2)C1=O (stereo not given),8,-15,-2,2,-2,5,4,-27,0,-21,-4
CSCCC(NC(=O)/C(=C\c1ccco1)NC(=O)c1ccco1)C(=O)O (stereo not given),-10,5,-5,-2,2,3,17,1,7,11,-1

# Carrying on:
SMILES,SRC2 inh,TROY NFkB inh,Exocytosis inh,NOD2-RIPK2 inh,ABHD5-PLIN5 inh,SRC3 inh,TWEAK-Fn14 inh,COUP-TFII inh,SRC1 inh,NR5A2 inv ag,TLR9-MyD88 block
Nc1ccc2nc(SCc3ccc([N+](=O)[O-])cc3)sc2c1,/,-19,1,-8,-6,-3,-3,/,-16,27,3
O=C(Oc1cccc2cccnc12)c1cccs1,1,26,7,-1,7,5,28,-6,-16,5,12
COC(=O)CCC(=O)OC1(C)C(=O)C=C2C=C(C3CC3)N(c3cccc(C#N)c3)C=C2C1=O (stereo not given),-7,-12,-4,-5,-9,-34,-2,-5,-6,1,-2
CCN1CCN(CCC(=O)Nc2ccc3c(c2)OCO3)CC1,-10,-18,1,-6,4,18,3,-9,-10,12,0
Cn1c(=O)c(=O)n(C)c2cc(S(=O)(=O)CCC(=O)Nc3ccc(C(F)(F)F)cc3)ccc21,-9,-12,4,1,15,8,-26,9,-4,-12,2
CCOC(=O)c1cc(CC)sc1NC(=O)CN1C(=O)C(=O)N(CC(C)C)C1=O,-4,-6,6,-1,7,18,6,-41,-13,5,6
CN(CC(=O)Nc1ccccc1C(F)(F)F)C(=O)COc1ncnc2ccccc12,2,-12,-1,0,1,11,-6,22,1,-1,3
C[C@H]1COC[C@@H](C/C=C/c2ccccc2)N1c1ccccc1,4,3,8,4,-12,11,-9,-4,10,-18,6
COc1cc(C(=S)N2CCN(C(c3ccccc3)c3ccccc3)CC2)cc(OC)c1O,3,4,-8,1,-6,-1,0,10,3,-1,8
CC(=O)Nc1nc2c(s1)C(=O)NCCC2,11,-11,-2,0,5,-6,-10,2,-14,11,4
CN(C)CCC(=O)c1ccc(Cl)cc1,-25,-10,2,6,3,10,7,-10,-22,17,-5
CC1(C)CC(=O)C(N=Nc2c(Cl)cc(Cl)cc2Cl)=C(O)C1,-24,-79,1,-1,4,-4,-22,5,-25,8,-4
Cc1ccc(SCCNC(=O)CN(c2ccc3c(c2)OCO3)S(C)(=O)=O)cc1,18,-8,0,-2,-12,-9,12,17,5,16,9
CCC1(c2ccccc2)NC(=O)N(CC(=O)N2CCc3ccccc32)C1=O (stereo not given),0,11,3,-16,-7,8,-6,-14,-3,-4,0
CC(C)(CO)NS(=O)(=O)c1ccc2c(c1)C(=NO)c1cc(S(=O)(=O)NC(C)(C)CO)ccc1-2,19,14,1,-6,-4,12,22,-4,-14,6,13
COC(=O)CNC(=O)COc1ccccc1,-5,5,-2,0,-1,-2,-11,5,10,21,3
C/C=C/C=C\C(=O)Nc1cccc(C2=NOC3(C2)C[C@H](C(N)=O)N(C(=O)CC#N)C3)c1 (stereo not given in full),11,-6,-1,1,7,-5,6,4,-4,10,-2
c1ccc2c(c1)CC/C2=N/Nc1nc2ccccc2[nH]1,-31,-30,3,4,-3,-85,-11,-76,-101,-147,4
C=CCn1c(SCC(=O)Nc2ccccc2OC)nc2c([nH]c3ccccc32)c1=O,1,19,6,-5,-4,1,-2,-7,22,9,-4
O=C(NC(=S)NCCCN1CCOCC1)c1ccco1,-5,-8,-4,-8,0,7,-7,-15,4,-51,-14
COc1ccc(C2C(C)C(=O)C(C)C(c3ccc(OC)cc3)N2N=O)cc1 (stereo not given),2,-4,6,-6,7,-15,-22,9,3,0,6
Cc1ccc(S(=O)(=O)/N=c2\sccn2C)cc1,3,10,3,-7,5,0,2,-6,-4,1,-2
CC(C(=O)Nc1cccc([N+](=O)[O-])c1)[n+]1ccccc1 (stereo not given),-23,2,4,-6,-2,16,7,-5,10,17,-1
CCOC(=O)N1CCN(CC(=O)Nc2sccc2C#N)CC1,3,7,1,3,-2,9,-5,3,8,-12,-7
COc1ccc(CN(C)C(=O)Cc2c[nH]c3ccccc23)c(OC)c1OC,9,14,-1,-7,0,8,-1,11,6,-2,-3
CC(=O)c1ccc(S(=O)(=O)NCCCC(=O)NCCc2ccccn2)cc1,-9,-25,3,-1,3,3,-15,-6,-21,-10,-9
Cc1ccccc1Cn1c(O)c(N=NC(=S)Nc2ccccc2F)c2ccccc21,25,-16,10,5,-4,8,-8,11,-10,-2,-1
CC1=Nc2ccccc2NC(=O)C1Sc1nnc(C)s1 (stereo not given),-7,14,4,11,1,-27,9,8,-1,1,4
CC(=O)Nc1ccc(S(=O)(=O)Nc2ccn(Cc3ccccc3Cl)n2)cc1,-3,10,5,12,-6,-2,-14,-1,-7,21,-5
COc1ccc(C2c3c(-c4ccccc4O)n[nH]c3C(=O)N2Cc2ccco2)cc1 (stereo not given),9,2,2,3,-5,8,11,-3,-13,7,5
CCCCn1nnnc1SCC(=O)NCc1ccccc1,12,6,-1,4,-2,8,4,13,2,-1,12
